NTR1 ag = agonists of NTR1, primary screen, imaging, U2OS cells, beta-arrestin-GFP, high content (AID 493036); NTR1-U2OS beta-arrestin-GFP spot imaging, agonist mode; hit rate 0.17% among 330,000; activation, % at 20 µM; Neurotensin receptor type 1 (Homo sapiens), P30989;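 active = activation at or above 40% of the spot to cytoplasm intensity ratio, with at least 20 cells analyzed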;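 note: 0% = DMSO without peptide and 100% = 100 nM NTR1 peptide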
Target sequence (P30989 whole entry, looked up): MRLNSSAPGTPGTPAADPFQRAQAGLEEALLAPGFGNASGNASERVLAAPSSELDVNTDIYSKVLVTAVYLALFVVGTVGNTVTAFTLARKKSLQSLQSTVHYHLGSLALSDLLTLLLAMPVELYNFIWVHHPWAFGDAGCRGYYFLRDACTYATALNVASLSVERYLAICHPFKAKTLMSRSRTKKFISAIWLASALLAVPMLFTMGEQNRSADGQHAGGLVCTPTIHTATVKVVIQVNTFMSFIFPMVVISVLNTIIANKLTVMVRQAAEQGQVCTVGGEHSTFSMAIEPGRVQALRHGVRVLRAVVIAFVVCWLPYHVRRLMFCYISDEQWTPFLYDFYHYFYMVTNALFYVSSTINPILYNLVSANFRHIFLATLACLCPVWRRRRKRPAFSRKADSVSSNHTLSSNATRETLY
GPR55 activation = GPR55 agonists via beta-arrestin recruitment, primary screen, imaging, U2OS cells, beta-arrestin-GFP redistribution (AID 1961); G-protein coupled receptor 55 (Homo sapiens); U2OS GPR55 beta-arrestin-GFP redistribution imaging; higher % means a stronger effect; one-dose activation, % at 10 µM; EC50 in µM for titrated hits; hit rate 0.048% among 290,000;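 active = activation above 40% with more than 50 cells counted in the well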;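 note: U2OS osteosarcoma cells stably expressing GPR55 and beta-arrestin-GFP; plate controls were DMSO negative control for no effect and LPI positive control for full effect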
KOR beta-arrestin-1 = KOR agonists, beta-arrestin recruitment, primary screen, cell-based, luminescence, uHTS (AID 1777) | Kappa-type opioid receptor (Homo sapiens) | KOR beta-arrestin recruitment, luminescence; higher % means a stronger effect | activation, % at 10 µM; hits with a dose series show EC50 in µM | hit rate 0.02% among 280,000; in the data active = activation above about 50%, passing the limit was not always enough; note: a part of the inactive calls stands beside numbers as strong as those of hits
KOR beta-arrestin-2 = KOR antagonists, beta-arrestin recruitment, cell-based, luminescence, uHTS (AID 1778) | Kappa-type opioid receptor (Homo sapiens) | KOR beta-arrestin recruitment, luminescence, antagonist mode; higher % means a stronger effect | inhibition, % at 10 µM, or IC50 in µM where a hit was titrated | hit rate 0.091% among 290,000; in the data active = inhibition above about 50%; note: strong numbers were not always called active
K1F lysis inhibition = inhibition of K1F phage lysis, E. coli UTI89, bacterial capsule biogenesis inhibitors, alamar blue (AID 488966) | E. coli UTI89 K1F phage lysis, alamar blue, 2 h; higher % means a stronger effect | inhibition, % at 100 µM, or IC50 in µM where a hit was titrated | hit rate 0.02% among 340,000;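 active = phage lysis inhibition, versus mean bacterial control, above a set limit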;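 note: capsule biogenesis inhibitors block K1F phage lysis so surviving cells raise fluorescence; higher fluorescence means more inhibition of phage lysis; actives were called in the ten point dose series up to 300 µM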
NOD1 NF-kB reporter = NOD1 signaling inhibitors, primary screen, cell-based, luminescence, uHTS (AID 1578); NOD1-driven NF-kB luciferase reporter cells, luminescence; higher % means a stronger effect; one-dose inhibition, % at 4 µM; EC50 in µM for titrated hits; hit rate 1% among 290,000; in the data active = inhibition mostly above about 36%, no sharp cut-off; inactive = mostly below about 34%;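 note: HEK-293T reporter cells stimulated with the NOD1 agonist gamma-tri-DAP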
MgcRacGAP inhibition = MgcRacGAP GTPase-activating activity inhibitors, confirmation, biochemical, ADP Hunter fluorescence. hit rate 0.6% among 340,000. MgcRacGAP-stimulated Rac1 GTP hydrolysis, ADP Hunter fluorescence; higher % means a stronger effect; GST-tagged Rac1 F28L mutant substrate. AID 624330, 2012. inhibition, % at 30 µM; hits with a dose series show IC50 in µM. Rac GTPase-activating protein 1 (Homo sapiens);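 active = first-screen hits whose inhibition reached a set limit at any dose in the follow-up dose series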;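 note: fluorescence reports GDP produced by GAP-driven GTP hydrolysis; strong numbers were not always called active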
GPR55 antagonists = GPR55 antagonists blocking LPI-driven arrestin recruitment, primary screen, imaging, U2OS, beta-arrestin-GFP, LPI agonist (AID 2013); U2OS GPR55 beta-arrestin-GFP translocation imaging, LPI antagonism; higher % means a stronger effect; inhibition, % at 10 µM, or IC50 in µM where a hit was titrated; hit rate 0.13% among 290,000;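 active = spots per cell inhibited over 60%, with over 100 cells counted and total cytoplasm intensity under 500,000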;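 note: U2OS cells stably carrying GPR55 and arrestin-GFP stimulated by 5 µM LPI near EC80; imaged beta-arrestin-GFP aggregate spots per cell after agonist stimulation; plate controls were LPI-stimulated DMSO wells for no effect and DMSO wells without LPI for full effect; some results filed as inactive read as strong as hits; confirmed hits need IC50 under 10 µM and bright autofluorescent wells are also inconclusive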
GPR35 antagonists = GPR35 antagonists blocking zaprinast-driven arrestin recruitment, primary screen, imaging, U2OS, beta-arrestin-GFP, zaprinast agonist (AID 2058). U2OS GPR35 beta-arrestin-GFP translocation imaging, zaprinast antagonism; higher % means a stronger effect. hit rate 0.052% among 290,000. G-protein coupled receptor 35 (Homo sapiens). inhibition, % at 10 µM; hits with a dose series show IC50 in µM;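 active = inhibition of at least 50% with at least 30 cells and total cytoplasm GFP at most 10,000,000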
NTR1 ag cell count 20 µM = further read-out of NTR1 ag, marked with its call; cell count; measured here: cell count, cytotoxicity flag
Active calls of the source: *; · = not tested or not shown; [ ] = another dose, or the depositor's remark.

SMILES | NTR1 ag | NTR1 ag cell count 20 µM | GPR55 activation | KOR beta-arrestin-1 | KOR beta-arrestin-2 | K1F lysis inhibition | NOD1 NF-kB reporter | MgcRacGAP inhibition | GPR55 antagonists | GPR35 antagonists
CCn1cc(C(=O)NCCOC)c(=O)c2ccc(C)nc21 | -0.2 | 75 | 0.0% | 8.5% | 8% | 2.1% | -7% | 4% | -23% | -10%
COc1cccc(NC(=O)CSc2nnc(Cc3cccs3)n2-c2ccc(C)cc2)c1 | 8.6 | 83 | -0.1% | -4.5% | 8% | 4.0% | 47% | 8% | 1% | -10%
O=C(N/N=C/c1ccc(N2CCOCC2)s1)c1ccccc1Br | -1.5 | 98 | -0.4% | 3.6% | -27% | 0.1% | -26% | 10% | -6% | -13%
CC(C)(C)c1ccc(COc2ccsc2C(=O)O)cc1 | 1.0 | 91 | 0.0% | -5.6% | -10% | 0.0% | -65% | 3% | 4% | 2%
O=C(Nc1ccc2c(c1)OCO2)C1CCN(C(=O)c2ccc(Br)cc2)CC1 | 0.6 | 94 | 0.0% | 0.5% | -26% | -0.3% | -39% | 9% | 7% | 10%
O=C(CSc1nccc(=O)[nH]1)NCc1ccco1 | -0.2 | 70 | 0.5% | 8.9% | 15% | 0.4% | -2% | 11% | -5% | 19%
C(=N\n1cnnc1)/c1cn(-c2cccs2)nc1-c1ccccc1 | 3.8 | 75 | 1.8% | 2.0% | 8% | 2.1% | -19% | 4% | 11% | 18%
COc1ccc(S(=O)(=O)n2cnc3cc(C)c(C)cc32)cc1C | 2.2 | 55 | 0.3% | -3.7% | 14% | 0.0% | 37% | 7% | 10% | -6%
COc1ccc(NC(=O)CC2SC(=Nc3ccccc3)NC2=O)cc1 (stereo not drawn) | 1.3 | 83 | 0.0% | 2.6% | -32% | -0.2% | -18% | -6% | -23% | 7%
CCCOc1cccc(C(=O)NC(=S)Nc2ccc(N3CCN(C)CC3)cc2)c1 | 2.5 | 31 | -0.1% | -2.9% | -39%[20 µM] | · | -5% | · | -2% | -6%
COc1cc(-c2nnc(-c3cc(OC)c(OC)c(OC)c3)o2)cc(OC)c1OC | -0.3 | 39 | -0.2% | -2.7% | 23% | 0.7% | -11% | 10% | 4% | -8%
Cc1csc(NC(=O)CSc2nnc(-c3cccs3)n2C)n1 | 0.9 | 95 | -0.2% | -4.1% | 3% | 3.4% | -9% | 8% | 12% | 8%
O=C(CN1C(=O)COc2ccc(S(=O)(=O)N3CCCC3)cc21)Nc1cccc(F)c1 | -0.1 | 67 | -0.3% | -0.3% | -17% | -0.1% | -19% | -7% | 4% | 10%
Cn1cnnc1SCC(=O)Nc1ccccc1C(=O)NC1CCCC1 | -1.0 | 47 | -0.2% | 2.0% | 17% | 0.6% | 0% | -1% | -3% | -2%
O=C(NC1CCS(=O)(=O)C1)c1cc(-c2ccccc2)nc2ccccc12 (stereo not drawn) | 0.2 | 40 | -0.4% | -7.0% | -14% | 2.0% | -25% | 7% | 12% | -5%
COc1cc2c(cc1OC)-c1n[nH]c(=S)n1C(C)(C)C2 | -0.2 | 49 | 0.5% | -4.1% | 1% | -0.5% | -20% | 3% | -8% | 10%
CCN(c1ccccc1)S(=O)(=O)c1cc(NC(=O)Nc2ccccc2C#N)ccc1Cl | 1.6 | 38 | 0.2% | -2.1% | 2% | 9.2% | 2% | 8% | 9% | -9%
Cc1ccc(S(=O)(=O)/N=C2/NC(=O)/C(=C/c3cc([N+](=O)[O-])ccc3O)S2)cc1 | -0.2 | 55 | 1.2% | -3.1% | -2% | -0.4% | 13% | 20% | 1% | 6%
O=C(Nc1ncc(Cl)cc1Cl)c1c(F)cccc1Cl | 0.1 | 65 | 1.0% | -3.1% | 12% | 0.3% | -18% | 8% | 8% | 2%
O=C(NC(=S)Nc1ccccc1O)c1ccccc1Cl | -0.2 | 44 | -0.1% | -6.0% | -36%[20 µM] | 0.3% | -26% | 10% | 9% | 3%
O=C(CCNS(=O)(=O)c1ccc(Br)s1)NCc1ccccc1Cl | 0.5 | 97 | 0.4% | -5.2% | 16% | 1.6% | -4% | 8% | 7% | -5%
CC(=O)c1sc(NC(=O)CCOc2ccccc2)nc1C | -2.0 | 65 | 0.6% | -2.5% | -5% | 0.5% | -56% | 4% | -17% | 1%
O=C(Nc1nccs1)c1cncc(Br)c1 | 1.1 | 66 | -0.6% | -0.9% | 13% | 0.7% | -40% | 11% | 7% | -8%
Cc1cc(C)c(NC(=O)CN2CCN(C)CC2)c(C)c1 | 2.9 | 65 | -0.1% | 0.3% | -22% | 2.9% | -3% | 9% | -6% | -1%
O=C(c1ccco1)N1CCN(Cc2nnc(-c3ccccc3)o2)CC1 | 0.6 | 64 | -0.1% | 5.7% | -4% | 0.0%[50 µM] | -30% | 1% | 11% | -7%
Further compounds
SMILES | NTR1 ag | NTR1 ag cell count 20 µM | GPR55 activation | KOR beta-arrestin-1 | KOR beta-arrestin-2 | K1F lysis inhibition | NOD1 NF-kB reporter | MgcRacGAP inhibition | GPR55 antagonists | GPR35 antagonists
O=C(NCc1ccc(Cl)cc1)c1cc2ccccc2oc1=O | 1.9 | 52 | -0.2% | -0.6% | -73% | 2.0% | 58% | 11% | -3% | -3%
N#Cc1c(N)c(C#N)c(-c2ccc3c(c2)OCO3)c2c1CCCC2 | 24 | 63 | -0.1% | -0.5% | -9% | 1.9% | 10% | 1% | 0% | 12%
COc1ccc(CN2CCN(Cc3ccon3)CC2CCO)c(C)c1C (stereo not drawn) | 2.5 | 53 | 0.0% | 0.4% | 18% | 0.2% | -1% | -2% | -10% | -1%
CC12CCC(=O)N1C(C(=O)Nc1ccc(F)cc1)CS2 (stereo not drawn) | -1.1 | 70 | -0.1% | 2.2% | 6% | 1.8%[50 µM] | -26% | 8% | 10% | 9%
CCCN(Cc1ccccc1)C(=S)Nc1ccc(F)cc1 | 0.6 | 47 | 0.1% | 0.0% | 11% | -0.4% | -32% | 3% | 9% | -17%
O=P(O)(O)c1cc(-c2ccccc2)oc1-c1ccccc1 | -2.1 | 58 | -0.1% | -1.6% | 13% | -0.4%[50 µM] | 7% | 17% | 2% | 2%
c1ccc(-c2csc3ncnc(-n4cnc5ccccc54)c23)cc1 | -1.1 | 46 | -0.1% | 0.7% | 11% | 0.5% | -2% | 9% | 23% | 18%
CCN(CC)c1ccc(S(=O)(=O)N2CCOCC2)cc1NC(=O)CSc1n[nH]c(N)n1 | 1.9 | 66 | -0.3% | 2.7% | -9% | -2.3%[50 µM] | -6% | 3% | 12% | 4%
CCC(C)c1ccc(OCC(=O)Nc2ccc3c(c2)C(=O)NC3=O)cc1 (stereo not drawn) | 0.7 | 52 | 0.0% | -1.4% | 8% | -0.1% | 4% | 6% | 16% | 12%
CC(C)(Oc1ccc(Cl)cc1)C(=O)Nc1ccc2oc(-c3ccncc3)nc2c1 | -0.6 | 52 | -0.1% | 6.7% | -6% | -0.5%[50 µM] | -22% | 8% | 8% | -9%
CCCCOc1cccc(C(=O)NNC(=S)NC2CCCCC2)c1 | 0.7 | 42 | -0.3% | 2.6% | 2% | -0.3% | -23% | 11% | -8% | -11%
O=C(c1nc2ncccn2n1)N1CCN(c2ccc(F)cc2)CC1 | 0.9 | 40 | -0.1% | -1.4% | 25% | 3.1% | -8% | 4% | 6% | 5%
CCc1ccccc1NC(=O)/C(=C/c1ccco1)c1ccccc1 | 9.3 | 36 | -0.1% | 6.5% | -46% | -0.1% | 18% | 9% | 13% | -2%
CCOC(=O)C1=C(O)C(=O)N(CCCn2ccnc2)C1c1ccc(C)cc1 (stereo not drawn) | 0.8 | 50 | -0.1% | -2.2% | -17%[20 µM] | -0.2% | -9% | 2% | 12% | 0%
COc1ccc(C(=O)NCC2(c3ccc(OC)c(OC)c3)CCCC2)c(OC)c1 | 1.1 | 68 | 0.5% | -4.6% | 3% | 1.1% | -27% | 3% | -8% | 3%
CC(C)C(c1nnnn1C1CCCC1)N1CCCc2ccccc21 (stereo not drawn) | -0.9 | 55 | -0.3% | 1.3% | 8% | 0.7% | -23% | 6% | 8% | -9%
Cc1nc(S/C(C(=O)O)=C2/C(=O)Nc3ccccc32)n[nH]1 | 0.7 | 59 | -0.3% | 0.3% | 10% | -0.7%[50 µM] | -4% | 14% | -8% | -4%
Cc1ccc2oc(C(=O)N3CCN(Cc4ncccc4C)CC3)c(C)c2c1 | 0.9 | 58 | 0.6% | -1.4% | -2% | 1.9%[50 µM] | 3% | 6% | 2% | 6%
Cc1ccc(N2CCN(S(=O)(=O)c3ccc4c(c3)n(C)c(=O)c(=O)n4C)CC2C)cc1 (stereo not drawn) | 1.5 | 66 | -0.2% | -0.8% | -33% | 0.3%[50 µM] | -21% | 0% | 12% | 1%
Cc1ccc2cc(C(c3nnnn3Cc3ccccc3)N3CCc4ccccc43)c(=O)[nH]c2c1 (stereo not drawn) | 6.9 | 68 | -0.1% | -3.5% | 20% | -1.4% | -5% | 12% | 3% | -5%

Part of the list above in order of molar mass, largest number first:
SMILES | NTR1 ag | NTR1 ag cell count 20 µM | GPR55 activation | KOR beta-arrestin-1 | KOR beta-arrestin-2 | K1F lysis inhibition | NOD1 NF-kB reporter | MgcRacGAP inhibition | GPR55 antagonists | GPR35 antagonists
Cc1ccc2cc(C(c3nnnn3Cc3ccccc3)N3CCc4ccccc43)c(=O)[nH]c2c1 (stereo not drawn) | 6.9 | 68 | -0.1% | -3.5% | 20% | -1.4% | -5% | 12% | 3% | -5%
COc1ccc(C(=O)NCC2(c3ccc(OC)c(OC)c3)CCCC2)c(OC)c1 | 1.1 | 68 | 0.5% | -4.6% | 3% | 1.1% | -27% | 3% | -8% | 3%
COc1ccc(CN2CCN(Cc3ccon3)CC2CCO)c(C)c1C (stereo not drawn) | 2.5 | 53 | 0.0% | 0.4% | 18% | 0.2% | -1% | -2% | -10% | -1%
c1ccc(-c2csc3ncnc(-n4cnc5ccccc54)c23)cc1 | -1.1 | 46 | -0.1% | 0.7% | 11% | 0.5% | -2% | 9% | 23% | 18%
Cc1nc(S/C(C(=O)O)=C2/C(=O)Nc3ccccc32)n[nH]1 | 0.7 | 59 | -0.3% | 0.3% | 10% | -0.7%[50 µM] | -4% | 14% | -8% | -4%

Screening data as filed in PubChem.

Only part of the results is shown; the hit share may differ from the screen's.
